CXCR6 block: blocks human CXCR6 beta-arrestin recruitment; O00574; CHO-K1 PathHunter CXCR6 beta-arrestin, luminescence; inhibition, % at 20 µM; 360,000 compounds, 0.36% hits; in the data active = inhibition above about 34%, passing the limit was not always enough;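 also: antagonist mode with CXCL16 agonist at 10 nM final; 0% = 10 nM CXCL16 with DMSO and 100% = unstimulated wells without agonist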
Target sequence (O00574 whole entry, looked up): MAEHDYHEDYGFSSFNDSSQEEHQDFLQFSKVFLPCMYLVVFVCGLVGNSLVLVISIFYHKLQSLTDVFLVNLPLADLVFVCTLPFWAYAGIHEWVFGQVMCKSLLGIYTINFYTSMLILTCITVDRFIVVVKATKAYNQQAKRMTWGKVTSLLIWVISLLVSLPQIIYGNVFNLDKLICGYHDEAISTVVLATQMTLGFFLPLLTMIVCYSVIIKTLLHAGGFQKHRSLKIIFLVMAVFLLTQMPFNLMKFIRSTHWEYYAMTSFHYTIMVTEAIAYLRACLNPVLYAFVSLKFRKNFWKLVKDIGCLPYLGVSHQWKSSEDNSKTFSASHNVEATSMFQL
APJ agonist: APJ receptor agonism; 330,000 compounds, 0.11% hits; CHO-K1 APJ PathHunter beta-arrestin, luminescence; 0% DMSO wells, 100% apelin; AID 2520; activation, % at 20 µM; P35414;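 active = activation more than six SD over the plate average, tested at 20 µM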;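 also: 0% = DMSO alone and 100% = apelin-13 at 10 nM; some results filed as inactive read as strong as hits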
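Assay system: engineered CHO-K1 APJ arrestin reporter cells; Amount: 1000 CHO-K1 reporter cells seeded per well; Dosing: one dose, 20 µM compound, 1% DMSO; Times: compound stimulation 90 min at 25 °C, detection 60 min; Measured by: luminescent beta-gal fragment complementation, chemiluminescent substrate; Read-out: APJ–arrestin association signal; Controls: DMSO vs Apelin-13 10 nM.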
ATG4B inh: blocks human ATG4B protease cleavage of LC3 substrate. ATG4B cleavage of LC3-PLA2, NBD-HPC fluorescence, 1 h. inhibition, % at 8.33 µM. Q9Y4P1. 340,000 compounds, 0.51% hits. AID 504462; in the data active = inhibition above about 40%
UBC13 inh: human UBC13 polyubiquitination inhibition. inhibition, % at 20 µM. 330,000 compounds, 0.47% hits. P61088. UBC13 polyubiquitin chain formation, TR-FRET; in the data active = inhibition above about 45%, passing the limit was not always enough
Target sequence (P61088 whole entry, looked up): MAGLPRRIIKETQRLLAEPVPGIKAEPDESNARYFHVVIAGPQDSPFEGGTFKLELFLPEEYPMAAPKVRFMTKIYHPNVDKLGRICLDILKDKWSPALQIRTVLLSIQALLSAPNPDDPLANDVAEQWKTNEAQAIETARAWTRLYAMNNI
CCR6 antagonist: blocks CCL20-driven beta-arrestin recruitment at human CCR6; P51684; CHO-K1 CCR6 PathHunter beta-arrestin, luminescence, CCL20-stimulated; inhibition, % at 20 µM; 340,000 compounds, 0.49% hits; AID 493098;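 active = compounds whose inhibition of the agonist-driven luminescence signal at 20 µM reaches about 50%, limit read from the data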;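 also: cells stimulated with CCL20 at 14 nM final; plate controls were DMSO with CCL20 for no effect and DMSO without agonist for full effect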
Target sequence (P51684 whole entry, looked up): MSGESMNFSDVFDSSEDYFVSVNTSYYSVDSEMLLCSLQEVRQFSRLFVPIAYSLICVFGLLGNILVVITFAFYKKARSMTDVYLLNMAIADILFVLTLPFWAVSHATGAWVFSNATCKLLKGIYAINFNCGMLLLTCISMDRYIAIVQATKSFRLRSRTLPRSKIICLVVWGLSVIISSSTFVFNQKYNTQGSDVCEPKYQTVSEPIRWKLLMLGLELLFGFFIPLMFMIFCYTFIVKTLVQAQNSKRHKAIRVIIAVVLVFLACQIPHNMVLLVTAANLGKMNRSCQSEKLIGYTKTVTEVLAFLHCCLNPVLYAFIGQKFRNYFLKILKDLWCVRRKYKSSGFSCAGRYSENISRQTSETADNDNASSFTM
APJ antagonist: antagonists of human APJ apelin receptor; P35414; inhibition, % at 20 µM; 330,000 compounds, 0.32% hits; CHO-K1 APJ beta-arrestin complementation, luminescence;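 active = inhibition above about 40% at 20 µM, limit read from the data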;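 also: cells challenged with 10 nM apelin-13 agonist together with compound; plate controls were apelin-13 plus DMSO wells for no effect and DMSO wells lacking apelin-13 for full effect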
Gli-Sufu block: Gli-Sufu pathway antagonism. Sufu-KO-LIGHT fibroblasts, Gli luciferase reporter luminescence. inhibition, % at 5 µM. 340,000 compounds, 0.74% hits;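 active = inhibition above about 55%, limit read from the data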;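 also: 0% = DMSO-treated cells and 100% = wells with medium but no cells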
EBI2 block: EBI2 (human) antagonism; EBI2 beta-arrestin recruitment, luminescence, 7a,25-OHC stimulated; 360,000 compounds, 0.81% hits; P32249; inhibition, % at 5 µM; in the data active = inhibition above about 38%;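 also: enzyme fragment complementation signal reports receptor beta-arrestin coupling in cells; 0% = agonist plus DMSO wells and 100% = wells without agonist; some results beyond the cut were filed as inactive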
An asterisk follows results filed as active; · = not tested or not shown; & = joins results of further samples.

Key to letters: A = CXCR6 block; B = APJ agonist; C = ATG4B inh; D = UBC13 inh; E = CCR6 antagonist; F = APJ antagonist; G = Gli-Sufu block; H = EBI2 block
SMILES: Cc1cc(C)c(C(N)=O)c(NC(=O)Nc2ccccc2)n1
  A: 2.8 | B: -2.3 | C: -4.6 | D: -6.2 | E: 0.2 | F: 4.8 | G: -5.9 | H: -4.2

SMILES: CCCCn1nnc(NC(=O)c2ccc([N+](=O)[O-])cc2Cl)n1
  A: -7.9 | B: -0.8 | C: 4.9 | D: 10.9 | E: -4.4 | F: -46.7 | G: -24.6 | H: -21.4

SMILES: CCc1cccc(NC(=O)CCCn2nc(C)c3c(C)n(-c4ccccc4)nc3c2=O)c1
  A: 5.1 | B: 2.5 | C: 0.3 | D: 1.0 | E: 11.0 | F: -6.6 | G: 20.1 | H: 1.2

SMILES: C/C(=N\NC(=O)CSc1nnc(C)s1)c1ccc(Cl)cc1
  A: 0.3 | B: -3.0 | C: -8.8 | D: 1.4 | E: 7.1 | F: -17.3 | G: 2.0 | H: -1.0

SMILES: CCOC(=O)C1CCCN(c2c(NCCc3cccc(C)c3)c(=O)c2=O)C1 (centres undefined)
  A: -3.9 | B: -3.0 | C: -9.5 | D: -6.1 | E: 3.0 | F: 11.0 | G: 0.6 | H: 0.0

SMILES: CC1CCN(CCc2nc3cc(NC(=O)COc4ccc(Cl)cc4)ccc3n2C)CC1
  A: -1.3 | B: 2.1 | C: -4.8 | D: 16.0 | E: 32.7 | F: -6.0 | G: 36.5 | H: -6.8

SMILES: Cc1cc(C)n2c(SCC(=O)N(C)C3CCS(=O)(=O)C3)nnc2n1 (centres undefined)
  A: 6.4 | B: 1.8 | C: -6.4 | D: -3.4 | E: 3.5 | F: -0.8 | G: 3.6 | H: 0.6

SMILES: COc1ccc(NC(=O)CN2C(=O)C(C)Oc3ccccc32)cc1OC (centres undefined)
  A: 0.4 | B: -1.1 | C: -1.6 | D: -1.6 | E: -5.8 | F: 11.5 | G: -6.3 | H: 1.4

SMILES: Cc1cccc(CC(C)NC(=O)c2oc3c(F)cccc3c2C)n1 (centres undefined)
  A: -12.7 | B: -2.1 | C: 7.2 | D: -3.4 | E: -5.6 | F: 8.3 | G: -5.2 | H: 1.7

SMILES: CCCn1c(O)c(N=NC(=O)c2ccco2)c2ccccc21
  A: 3.0 | B: -1.6 | C: -5.2 | D: -16.1 | E: 13.7 | F: -23.5 | G: 6.8 | H: -47.8

SMILES: COc1ccc(C#Cc2ccc3c(c2)c(=O)c2ccccc2n3C)cc1
  A: 11.5 | B: 12.6 | C: -12.3 | D: 5.7 | E: -3.8 | F: -9.4 | G: -6.2 | H: 10.6

SMILES: O=C(NCCc1nnc2ccc(NCc3cccnc3)nn12)c1ccccc1F
  A: -1.7 | B: -5.3 | C: -2.7 | D: 0.4 | E: -3.9 | F: -4.9 | G: 0.6 | H: -7.2

SMILES: O=C(CC1S/C(=N/N=C2CCCCCC2)NC1=O)Nc1ccccc1F (centres undefined)
  A: 0.9 | B: -3.8 | C: -1.9 | D: -5.2 | E: 11.6 | F: -12.6 | G: 9.2 | H: -4.9

SMILES: COCc1nnc(NS(=O)(=O)c2ccc(Br)cc2)s1
  A: -10.6 | B: -7.7 | C: 13.7 | D: -9.8 | E: 4.1 | F: 8.7 | G: -8.6 | H: -3.2

SMILES: Cn1c(CCCOc2ccc(Cl)cc2Cl)nnc1SCC(=O)Nc1nccs1
  A: -16.0 | B: -0.9 | C: -1.2 | D: 13.2 | E: 7.1 | F: -4.8 | G: -3.2 | H: 6.5

(listing goes on)
Key to letters: A = CXCR6 block; B = APJ agonist; C = ATG4B inh; D = UBC13 inh; E = CCR6 antagonist; F = APJ antagonist; G = Gli-Sufu block; H = EBI2 block
SMILES: Cc1ccc(Cl)c(Nc2ccccc2C(=O)O)c1Cl
  A: 10.1&7.0 | B: -3.6&-1.7 | C: 6.2&1.4 | D: 6.7&-1.9 | E: 3.7&10.4 | F: 8.7&9.0 | G: -1.6&-0.3 | H: 1.2&-5.8

SMILES: COC(=O)c1ccc(NC(=O)CNC(=O)C2CCCCC2)c(C)c1
  A: 0.5 | B: 1.1 | C: -17.2 | D: 3.3 | E: -4.5 | F: 7.6 | G: -3.1 | H: 2.2

SMILES: CCOC(=O)N1CCC2CC1c1cc(-c3cccc(OC)c3)ccc12 (centres undefined)
  A: -0.9 | B: · | C: 3.7 | D: · | E: 2.3 | F: · | G: 5.0 | H: 12.1

SMILES: O=C(COC(=O)[C@@H]1CC(O)CN1S(=O)(=O)c1ccc2c(c1)OCCO2)Nc1ccccc1F (some centres undefined)
  A: -5.6 | B: -3.8 | C: 7.0 | D: 6.3 | E: -1.6 | F: 6.6 | G: 2.1 | H: -2.7

SMILES: O=c1ccc2ccc(OCCOc3cccc(Cl)c3)cc2o1
  A: -1.3 | B: 1.5 | C: -3.8 | D: 4.5 | E: 14.9 | F: 1.0 | G: -40.7 | H: 4.9

SMILES: CSCC[C@H](NC(=O)COc1cc2c(c3oc(=O)c(C)c(C)c13)CCC(C)(C)O2)C(=O)O
  A: -0.5 | B: -5.4 | C: 2.7 | D: 0.2 | E: 9.4 | F: 1.1 | G: 22.8 | H: -14.3

SMILES: CC(C(=O)Nc1ccc(O)cc1C(=O)O)N1C(=O)/C(=C\c2cccs2)SC1=S (centres undefined)
  A: 3.0 | B: 0.9 | C: 14.0 | D: -14.5 | E: 23.5 | F: 17.3 | G: 4.6 | H: 4.5

SMILES: Cc1ccc2c(c1)[nH]c1c(=O)n(Cc3ccco3)cnc12
  A: -14.2 | B: -0.5 | C: 0.0 | D: 7.7 | E: -10.1 | F: 9.5 | G: -3.4 | H: 3.5

SMILES: CC1CCCN(CCOCCOc2ccc(Br)cc2Cl)C1 (centres undefined)
  A: -11.3 | B: -2.8 | C: 2.5 | D: 16.3 | E: 10.0 | F: -10.3 | G: 17.5 | H: -3.2

SMILES: CCc1c(C)c2ccc(OCC(=O)NCC3CCC(C(=O)O)CC3)cc2oc1=O (centres undefined)
  A: -0.7 | B: 0.1 | C: -16.9 | D: 11.1 | E: 9.7 | F: -87.3 | G: 6.5 | H: -2.9

SMILES: O=C(COc1ccc2c3c(c(=O)oc2c1)CCC3)N1CCCCC1
  A: -0.4 | B: -3.4 | C: -6.1 | D: 6.0 | E: 14.6 | F: -9.9 | G: -17.7 | H: 1.9

SMILES: O=C(Nc1ncn[nH]1)C(F)(F)C(F)F
  A: -6.9 | B: 3.5 | C: -15.5 | D: -0.5 | E: 3.8 | F: 10.8 | G: -30.8 | H: 9.2

SMILES: COc1ccc(CCNC(=O)COC(=O)/C=C/c2ccc3c(c2)OCO3)cc1OC
  A: -6.7 | B: -2.3 | C: -9.3 | D: -4.0 | E: 5.2 | F: 3.1 | G: -4.9 | H: -0.8

SMILES: CCSc1ccccc1C(=O)N=C1NC(=O)CC2C(=O)NCCN12 (centres undefined)
  A: 3.8 | B: -2.5 | C: -5.3 | D: -0.8 | E: 16.4 | F: 5.5 | G: -1.4 | H: -8.5

SMILES: Cc1nnc(SCCC#N)n(CCC#N)c1=O
  A: 3.3 | B: -3.6 | C: -6.1 | D: -2.7 | E: 14.8 | F: 22.7 | G: -2.1 | H: -5.2

The list goes on.
Key to letters: A = CXCR6 block; B = APJ agonist; C = ATG4B inh; D = UBC13 inh; E = CCR6 antagonist; F = APJ antagonist; G = Gli-Sufu block; H = EBI2 block
SMILES: CCOC(=O)N1CCN(C(=O)/C(=C/c2cccs2)NC(=O)c2cccs2)CC1
  A: -6.3 | B: -3.8 | C: -9.7 | D: -1.3 | E: 12.7 | F: 6.2 | G: 1.4 | H: 1.5

SMILES: COC(=O)c1ccc2nc(-c3ccc4c(c3)OCO4)cn2c1
  A: 5.6 | B: -7.2 | C: -0.3 | D: 13.5 | E: 0.7 | F: -0.3 | G: -52.0 | H: 22.5

SMILES: COC(=O)c1sccc1NC(=O)/C=C/C(=O)O
  A: -11.7 | B: -2.5 | C: -9.8 | D: 3.0 | E: 0.1 | F: -9.7 | G: 10.4 | H: -7.3

SMILES: CCOC(=O)CC(=O)Nc1ccccc1C(=O)O
  A: 2.1 | B: -0.2 | C: -8.4 | D: 3.2 | E: 25.3 | F: 8.6 | G: -5.8 | H: -6.7

Some of these compounds in order of number of heavy atoms, rising.
Key to letters: A = CXCR6 block; B = APJ agonist; C = ATG4B inh; D = UBC13 inh; E = CCR6 antagonist; F = APJ antagonist; G = Gli-Sufu block; H = EBI2 block
SMILES: COC(=O)c1sccc1NC(=O)/C=C/C(=O)O
  A: -11.7 | B: -2.5 | C: -9.8 | D: 3.0 | E: 0.1 | F: -9.7 | G: 10.4 | H: -7.3

SMILES: COCc1nnc(NS(=O)(=O)c2ccc(Br)cc2)s1
  A: -10.6 | B: -7.7 | C: 13.7 | D: -9.8 | E: 4.1 | F: 8.7 | G: -8.6 | H: -3.2

SMILES: CC1CCCN(CCOCCOc2ccc(Br)cc2Cl)C1 (centres undefined)
  A: -11.3 | B: -2.8 | C: 2.5 | D: 16.3 | E: 10.0 | F: -10.3 | G: 17.5 | H: -3.2

SMILES: O=c1ccc2ccc(OCCOc3cccc(Cl)c3)cc2o1
  A: -1.3 | B: 1.5 | C: -3.8 | D: 4.5 | E: 14.9 | F: 1.0 | G: -40.7 | H: 4.9

SMILES: Cc1cc(C)n2c(SCC(=O)N(C)C3CCS(=O)(=O)C3)nnc2n1 (centres undefined)
  A: 6.4 | B: 1.8 | C: -6.4 | D: -3.4 | E: 3.5 | F: -0.8 | G: 3.6 | H: 0.6

SMILES: COc1ccc(C#Cc2ccc3c(c2)c(=O)c2ccccc2n3C)cc1
  A: 11.5 | B: 12.6 | C: -12.3 | D: 5.7 | E: -3.8 | F: -9.4 | G: -6.2 | H: 10.6

SMILES: CCOC(=O)C1CCCN(c2c(NCCc3cccc(C)c3)c(=O)c2=O)C1 (centres undefined)
  A: -3.9 | B: -3.0 | C: -9.5 | D: -6.1 | E: 3.0 | F: 11.0 | G: 0.6 | H: 0.0

SMILES: CCOC(=O)N1CCN(C(=O)/C(=C/c2cccs2)NC(=O)c2cccs2)CC1
  A: -6.3 | B: -3.8 | C: -9.7 | D: -1.3 | E: 12.7 | F: 6.2 | G: 1.4 | H: 1.5

SMILES: O=C(NCCc1nnc2ccc(NCc3cccnc3)nn12)c1ccccc1F
  A: -1.7 | B: -5.3 | C: -2.7 | D: 0.4 | E: -3.9 | F: -4.9 | G: 0.6 | H: -7.2

SMILES: COc1ccc(CCNC(=O)COC(=O)/C=C/c2ccc3c(c2)OCO3)cc1OC
  A: -6.7 | B: -2.3 | C: -9.3 | D: -4.0 | E: 5.2 | F: 3.1 | G: -4.9 | H: -0.8

SMILES: CCc1cccc(NC(=O)CCCn2nc(C)c3c(C)n(-c4ccccc4)nc3c2=O)c1
  A: 5.1 | B: 2.5 | C: 0.3 | D: 1.0 | E: 11.0 | F: -6.6 | G: 20.1 | H: 1.2

Compound activity deposited in PubChem BioAssay by Sanford-Burnham Center for Chemical Genomics.
